Source: PubChem BioAssay (National Center for Advancing Translational Sciences (NCATS))
TRb SRC2 PPI: inhibitors of human thyroid hormone receptor beta-SRC2 interaction; TRbeta-SRC2 peptide binding, fluorescence polarization; receptor liganded with 1 µM T3; Potency, µM (titrated, usually from 106 µM), for the others: at the top dose activity change, negative = inhibition, usual class: inhibitors; 280,000 tested, 0.065% active; AID 1469;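 note: plate controls were bound peptide for no effect and peptide without receptor for full effect; nearly all actives have a fitted effect of over 50% in size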
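Polarization signal, normalized between peptide-alone and full complex controls, measured compound effects on T3-liganded human TRb LBD (0.6 uM) binding 20 nM Texas Red SRC2 peptide after 5 hr.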
L3MBTL1 inh: inhibitors of human L3MBTL1. Q9Y468. Potency, µM (top dose mostly 57.1 µM), inactives show at the top dose activity, negative = inhibition, actives largely listed as inhibitors. 230,000 tested, 0.66% active. AlphaScreen L3MBTL1–H3K9me1 peptide binding; note: nearly all actives have a fitted effect of over 60% in size
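Read-out is AlphaScreen signal from streptavidin donor and nickel chelate acceptor beads (10 ug/mL final each) bridging L3MBTL1 (50 nM) and biotinylated K9-monomethylated H3(1-15) peptide (75 nM), after 30 min compound exposure at room temperature.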
TR SRC2 fluor cs: Texas Red fluorescence interference in TRb-SRC2 counter-screen. TRb/SRC2 Texas Red total fluorescence interference. Potency, µM (highest dose often 106 µM), for inactives: at the top dose fluorescence change, negative = quenching. 280,000 tested, 0.29% active. AID 1479; active = well fitted curve in either direction with a large enough effect; inconclusive = small, poorly fitted or top-dose-only effect
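Flags fluorescent or light-absorbing compounds by total fluorescence, S + 2P, at 555 nm excitation and 632 nm emission. Mixture: 20 nM Texas Red SRC2 peptide, 0.6 uM human TRb LBD, 1 uM T3, 5% DMSO; compound exposure 5 h at ambient temperature.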
Tau fluor counter: counter-screen for tau fibril formation inhibitors; tau K18 P301L Alexa594 fluorescence, heparin fibrillization; Potency, µM (top dose mostly 57.7 µM), for the others: at the highest dose activity change, negative = decrease; 280,000 tested, 0.93% active; note: nearly all actives have a fitted effect of over 55% in size
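Human K18 P301L tau (15 uM unlabeled plus 0.24 uM Alexa 594-labeled, final) in 100 mM sodium acetate pH 7 was mixed with compound and 20 uM heparin and incubated 6 hr at 37 C.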
Tau fibril ThT: inhibitors of human tau fibril formation, thioflavin T binding. Potency, µM (titrated, usually from 57.4 µM), for inactives: at the top dose activity, negative = inhibition, hits mostly inhibitors. 270,000 tested, 2.1% active. recombinant tau K18 P301L (four-repeat tau fragment), heparin-induced fibrillization, ThT fluorescence; note: nearly all actives have a fitted effect of over 55% in size
Target sequence (P10636 561-689 P618L limits assumed): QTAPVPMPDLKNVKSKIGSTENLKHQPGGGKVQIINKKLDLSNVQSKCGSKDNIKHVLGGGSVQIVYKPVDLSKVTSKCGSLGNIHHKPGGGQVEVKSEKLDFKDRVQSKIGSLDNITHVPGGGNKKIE
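Heparin-induced (20 uM) aggregation of recombinant human K18 P301L tau, 15 uM unlabeled with 0.24 uM labeled, pH 7 acetate buffer, 6 hr at 37 C with compound. Fibrils quantified by 30 uM ThT fluorescence after 1 hr ambient incubation.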
GLA spleen mod: alpha-galactosidase A (human) modulation; P06280; human spleen homogenate, 4MU-alpha-Gal fluorescence, 40 min; Potency, µM (top dose mostly 80 µM), without a hit: at the top dose activity change, negative = inhibition, most hits filed as inhibitors; 240,000 tested, 0.008% active; AID 2107;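 note: 0% = enzyme with vehicle and -100% = no enzyme basal signal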
Target sequence (P06280 32-429 limits assumed): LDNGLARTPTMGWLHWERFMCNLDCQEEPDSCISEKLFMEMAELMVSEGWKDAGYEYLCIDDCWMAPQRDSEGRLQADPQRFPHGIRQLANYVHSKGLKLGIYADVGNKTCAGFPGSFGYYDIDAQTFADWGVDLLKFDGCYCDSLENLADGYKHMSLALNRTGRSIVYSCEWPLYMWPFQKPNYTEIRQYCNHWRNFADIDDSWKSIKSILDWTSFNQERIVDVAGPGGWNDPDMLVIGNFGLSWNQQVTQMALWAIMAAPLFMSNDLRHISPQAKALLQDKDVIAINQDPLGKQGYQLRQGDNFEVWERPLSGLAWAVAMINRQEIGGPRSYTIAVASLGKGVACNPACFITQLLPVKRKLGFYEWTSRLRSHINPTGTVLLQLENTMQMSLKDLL
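Human spleen homogenate (1 ug) was the enzyme source, with 4-methylumbelliferyl-alpha-D-galactopyranoside (1 mM final) in pH 5.0 citrate buffer with 0.01% Tween-20. Compounds were titrated; after 40 min at 37C, NaOH/glycine stop, 4-MU fluorescence read; AC50 from Hill fits.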
ALDH1A1 block: inhibitors of human aldehyde dehydrogenase 1A1; P00352; Purified ALDH1A1, NADH fluorescence, propionaldehyde substrate; Potency, µM (series often up to 75.3 µM), inactives show at the top dose activity, negative = inhibition, actives largely listed as inhibitors; 220,000 tested, 7.3% active; active = well fitted inhibition curve with a large enough effect, not every such curve was filed as active; inconclusive = small, poorly fitted or top-dose-only effect, or another doubt; inactive = no such curve, though single readings can be large or run the other way;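 note: plate controls were no enzyme wells and a reference inhibitor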
Target sequence (P00352 whole entry, looked up): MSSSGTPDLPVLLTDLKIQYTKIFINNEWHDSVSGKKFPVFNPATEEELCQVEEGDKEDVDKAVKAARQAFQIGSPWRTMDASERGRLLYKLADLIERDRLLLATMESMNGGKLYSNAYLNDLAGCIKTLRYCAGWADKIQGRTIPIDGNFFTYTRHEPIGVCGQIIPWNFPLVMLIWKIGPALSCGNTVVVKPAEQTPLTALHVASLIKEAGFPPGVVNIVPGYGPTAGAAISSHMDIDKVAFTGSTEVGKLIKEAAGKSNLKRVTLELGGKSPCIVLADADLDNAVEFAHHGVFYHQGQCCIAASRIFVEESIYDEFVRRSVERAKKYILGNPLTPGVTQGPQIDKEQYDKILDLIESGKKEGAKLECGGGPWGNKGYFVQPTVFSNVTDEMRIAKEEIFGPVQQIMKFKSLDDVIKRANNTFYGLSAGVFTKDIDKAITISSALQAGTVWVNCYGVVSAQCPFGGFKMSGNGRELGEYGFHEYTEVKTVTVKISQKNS
Tau fibril FP: inhibitors of human tau fibril formation. P10636. AID 1468. Potency, µM (series often up to 57.7 µM), for the others: at the top dose activity, negative = inhibition, most hits filed as inhibitors. K18 P301L tau heparin fibrillization, Alexa594 FP, 6 h. 280,000 tested, 0.39% active; note: nearly all actives have a fitted effect of over 55% in size
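Recombinant K18 P301L […], labeled with Alexa 594 at 0.24 uM over 15 uM unlabeled; heparin inducer 20 uM final; 37 C, 6 hr; FP endpoint.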
* marks the source's active call; other numbers are inactive results; ? = inconclusive; . = no result given; [ ] = another dose, or the depositor's remark. Unless noted, calls come from the whole dose curve; as a rule, active = well fitted curve in the direction sought with a large enough effect; inconclusive = small, poorly fitted or top-dose-only effect, or another doubt; inactive = no such curve, though single readings can be large; an effect the other way counts as inactive or inconclusive. Unless noted, % is set by controls: 0 for no effect and ±100 for the full control effect; potency is the fitted concentration of half-maximal effect.

#	Molecule	TRb SRC2 PPI	L3MBTL1 inh	TR SRC2 fluor cs	Tau fluor counter
1	O=C(NCc1ccccc1Br)C1CCCN(C(=O)N2CCOc3ccccc32)C1 (stereo unspecified)	6%	.	?	?
2	O=C(CC1Oc2ccccc2NC1=O)NCc1ccc(Cl)cc1 (stereo unspecified)	-20%	.	-2%	-3%
3	N#Cc1ccccc1S(=O)(=O)N1CCN(CC(O)c2ccccc2)CC1 (stereo unspecified)	-5%	8%	0%	1%
4	CC(C)OC(=O)c1cccc(C(=O)O)n1	-25%	18%	1%	-5%
5	CCCCCCCCCCCCC[N+](C)(C)Cc1ccccc1	0%	.	-2%	-6%
6	COc1ccccc1OC(=O)c1cc(Cl)nc2ccccc12	-3%	4%	-8%	?
7	COc1cccc(-c2csc(N3CCN(C(=O)C4CCCCC4)CC3)n2)c1	-8%	7%[11.4 µM]	-2%	-20%
8	Cc1cn2c(-c3cccnc3)nnc2s1	-5%	1%	-5%	-1%
9	COc1cccc(/C=c2\s/c(=C\C(=O)C(C)(C)C)[nH]c2=O)c1	1%	2%	-2%	-23%
10	COc1ccc(OC)c(S(=O)(=O)N2CCC(C(=O)Nc3cccc(C)c3)CC2)c1	5%	.	-3%	-25%
11	CCOc1ccc(NC(=O)NNC(=O)c2ccc(Cl)cc2Cl)cc1	0%	7%	0%	-4%
12	O=C(Cn1nnc(-c2ccccc2F)n1)OCC(=O)c1ccccc1	5%	-8%	-4%	-5%

#	Tau fibril ThT	GLA spleen mod	ALDH1A1 block	Tau fibril FP
1	12%	.	.	?
2	-2%	-4%	1%	0%
3	1%	-3%	0%	-2%
4	-7%	-6%	5%	1%
5	-14%	-9%	-13%	1%
6	?	-2%	?	?
7	?	1%	13µM*	6%
8	-8%	-6%	17%	0%
9	-10%	-1%	0%	-12%
10	-11%	-2%	3%	-3%
11	-10%	4%	3%	-3%
12	-2%	-2%	?	-7%

Next section.
#	Molecule	TRb SRC2 PPI	L3MBTL1 inh	TR SRC2 fluor cs	Tau fluor counter
13	O=C(CSc1ccc(-c2ccco2)nn1)N1CCCCC1	-6%	.	-7%	-18%
14	C=CCSc1nc(C)cc2c1C(=O)OC2	-4%	.	0%	-10%
15	CC(C)CCNC(=O)CO/N=C/c1ccccc1OC(F)F	5%	8%	-2%	-11%
16	Cc1ccc(S(=O)(=O)N2CCCC2C(=O)Nc2cc(C)on2)cc1 (stereo unspecified)	-1%	5%	-2%	-1%
17	O=C1CC(NC(=O)C(F)(F)F)=NN1c1ccccc1	-8%	-4%	0%	5%
18	Cc1cccc(NC(=O)c2ccc3oc(=O)c(S(=O)(=O)c4ccc(F)cc4)cc3c2)c1C	5%	.	3%	-6%
19	COc1cccc(-c2nc(N3CCCC3)c3ccccc3n2)c1O	1%	5%	-1%	-15%
20	N#Cc1c(-c2ccccc2)nc(SCC(=O)NC2CCCCC2)[nH]c1=O	-1%	.	-2%	-1%
21	COc1ccccc1-c1noc(-c2ccncc2)n1	-22%	-13%[11.4 µM]	-4%	2%
22	COCc1cc(C)nc2sc(C(=O)NC3CCCCC3)c(N)c12	1%	1%	1%	-8%
23	O=C(CSc1nc2cccnc2n1Cc1ccccc1)NC1CCCCC1	-11%	-5%	-2%	-18%
24	Cc1cccc(NC(=S)/N=C(\N)Nc2nc(C)c3cc(C)ccc3n2)c1	-3%	0%	-3%	-22%

#	Tau fibril ThT	GLA spleen mod	ALDH1A1 block	Tau fibril FP
13	?	-8%	?	3%
14	-9%	1%	-2%	-2%
15	-3%	8%	13%	?
16	2%	8%	-4%	3%
17	-8%	0%	11%	1%
18	-7%	.	.	-14%
19	-16%	8%	-4%	7%
20	1%	6%	-16%	5%
21	-3%	-3%	2%	-3%
22	-11%	-1%	-12%	8%
23	-12%	-2%	?	-5%
24	?	2%	8%	-8%

Remaining list, next part
#	Molecule	TRb SRC2 PPI	L3MBTL1 inh	TR SRC2 fluor cs	Tau fluor counter
25	CCCCNC(=O)COc1ccccc1C(=O)c1cc(C#N)c(=O)n(CCOC)c1	-19%	9%	0%	-12%
26	Cc1cc(C)nc(SCC(=O)N2CCOCC2)n1	-3%	-3%	1%	1%
27	CC(C)C(NS(=O)(=O)c1ccc2c(c1)oc(=O)n2C)C(=O)NCCc1ccccc1 (stereo unspecified)	2%	.	-26%	-10%
28	CCCN(C(=O)Cn1cc(S(=O)(=O)N2CCN(c3ccccc3F)CC2)c2ccccc2c1=O)c1cccc(C)c1	-1%	.	0%	-8%
29	COc1cc(NC(=O)COc2ccccc2Cl)ccc1NC(=O)C(C)C	-1%	1%	-1%	-9%
30	O=C(CN1CCN(c2ccccn2)CC1)Nc1cccc(S(=O)(=O)N2CCOCC2)c1	0%	?	-4%	-11%
31	Cc1cc(C)n(S(=O)(=O)c2ccc3ccccc3c2)n1	-7%	.	-7%	-2%
32	O=[N+]([O-])c1ccc(Cl)c(/C=N/N2CCN(Cc3ccc(Cl)cc3)CC2)c1	-21%	.	3%	-28%
33	Cc1c(NC(=O)C(C)N(c2ccccc2)S(C)(=O)=O)c(=O)n(-c2ccccc2)n1C (stereo unspecified)	-5%	-3%	-2%	3%
34	CCCNC(=O)c1ccccc1C(=O)NC1(C(=O)NCCC)CCCC1	6%	.	-3%	4%
35	CC(=O)NC1=NC(=O)/C(=C/c2cc(C)n(-c3cccc(C(=O)O)c3)c2C)S1	-2%	.	-8%	-28%
36	COC(=O)c1c(NC(=O)COC(=O)Cn2cnc3ccccc32)sc2c1CCCC2	-7%	-9%	?	-8%

#	Tau fibril ThT	GLA spleen mod	ALDH1A1 block	Tau fibril FP
25	-9%	-13%	3%	7%
26	-7%	2%	8%	-9%
27	-9%	.	.	-8%
28	-9%	.	.	-4%
29	-1%	2%	11%	4%
30	1%	-8%	4%	-4%
31	0%	-1%	?	?
32	-7%	-14%	?	0%
33	-5%	3%	7%	-3%
34	.	4%	.	0%
35	?	1%	-8%	-8%
36	-11%	-4%	14µM*	3%

Record cards (already shown). Order of values: TRb SRC2 PPI, L3MBTL1 inh, TR SRC2 fluor cs, Tau fluor counter, Tau fibril ThT, GLA spleen mod, ALDH1A1 block, Tau fibril FP
Cc1cn2c(-c3cccnc3)nnc2s1 is listed as -5%, 1%, -5%, -1%, -8%, -6%, 17%, 0%
Cc1cccc(NC(=S)/N=C(\N)Nc2nc(C)c3cc(C)ccc3n2)c1 is listed as -3%, 0%, -3%, -22%, ?, 2%, 8%, -8%

Additional results
#	Molecule	TRb SRC2 PPI	L3MBTL1 inh	TR SRC2 fluor cs	Tau fluor counter
37	Cc1ccc2nc(-c3ccc(NS(=O)(=O)c4c(C)n(C)c(=O)n(C)c4=O)cc3)sc2c1	-1%	.	-8%	-19%
38	CCOC(=O)c1cc(-c2ccccc2)sc1NC(=O)CC(C)C	-4%	26%	-4%	-8%
39	CCCCc1nc2c(c3c1CC(C)OC3)CN(CCC(C)C)CC2 (stereo unspecified)	-1%[11.2 µM]	.	-4%[11.2 µM]	-9%[11.6 µM]
40	Cc1ccc(NS(=O)(=O)c2ccc3c(c2)oc(=O)n3C)cc1F	-3%	.	-1%	-14%
41	C/C(=N\NC(=O)c1c[nH]c2ccccc12)c1ccc2c(c1)OCO2	-7%	0%	0%	-15%
42	O=C(CCSCc1cccc(F)c1)NCc1ccccc1	-6%	.	-1%	-1%
43	COc1cccc(CNC(=O)C2CCN(C(=O)c3sccc3-n3cccc3)CC2)c1	-7%	.	?	-27%
44	Cc1cc(C)c(S(=O)(=O)NCC(=O)O)cc1C	-9%	.	-2%	-5%
45	Cn1c(=O)cc(SCC(=O)NCc2cccnc2)c2ccccc21	-13%	1%	1%	3%
46	Cc1ccc(S(=O)(=O)N2CCc3cc(C(=O)Nc4c(C)cccc4C(C)C)ccc32)cc1	-9%	.	0%	-2%
47	Cc1ccccc1C(=O)Nc1c(-c2cccs2)c(=O)c2ccccc2n1C	-2%	7%	-1%	6%
48	O=C1C(CSCc2ccccc2)NC(=S)N1c1ccccc1 (stereo unspecified)	-7%	75%[activator]	0%	-15%

#	Tau fibril ThT	GLA spleen mod	ALDH1A1 block	Tau fibril FP
37	.	5%	.	-2%
38	?	-1%	9%	10%
39	-12%[11.5 µM]	3%[17.5 µM]	-1%[13.5 µM]	2%[11.6 µM]
40	-8%	2%	-3%	-1%
41	?	-9%	-12%	-10%
42	12%	.	.	-3%
43	?	.	.	-6%
44	-10%	6%	3%	-3%
45	-3%	-1%	-3%	5%
46	1%	.	.	-1%
47	-4%	-4%	.	-6%
48	?	-6%	.	?

The final four records of the part before open the next one.
#	Molecule	TRb SRC2 PPI	L3MBTL1 inh	TR SRC2 fluor cs	Tau fluor counter
45	Cn1c(=O)cc(SCC(=O)NCc2cccnc2)c2ccccc21	-13%	1%	1%	3%
46	Cc1ccc(S(=O)(=O)N2CCc3cc(C(=O)Nc4c(C)cccc4C(C)C)ccc32)cc1	-9%	.	0%	-2%
47	Cc1ccccc1C(=O)Nc1c(-c2cccs2)c(=O)c2ccccc2n1C	-2%	7%	-1%	6%
48	O=C1C(CSCc2ccccc2)NC(=S)N1c1ccccc1 (stereo unspecified)	-7%	75%[activator]	0%	-15%
49	CCc1ccc(Oc2coc3cc(OC(=O)c4cc5ccccc5oc4=O)ccc3c2=O)cc1	-5%	-3%	2%	-9%
50	CCCOCc1cc(CN2CCN(c3ccccc3OC)CC2)c(O)c2ncccc12	-1%	.	-3%	?
51	Nc1c(N2CCCCC2)c(=O)[nH]c(=O)n1-c1ccccc1	3%	1%	0%	5%
52	COCCCn1c(C)c(C(C)=O)cc(NC(=O)c2ccccc2)c1=O	0%	0%	3%	0%
53	COc1cc2c(cc1OC)CN(C(=O)c1cccc([N+](=O)[O-])c1)CC2	1%	2%	0%	-10%
54	O=P(O)(O)c1cc(-c2ccccc2)oc1-c1ccccc1	3%	-1%	2%	2%

#	Tau fibril ThT	GLA spleen mod	ALDH1A1 block	Tau fibril FP
45	-3%	-1%	-3%	5%
46	1%	.	.	-1%
47	-4%	-4%	.	-6%
48	?	-6%	.	?
49	-11%	-3%	1%	-2%
50	?	.	.	-1%
51	-2%	11%	-16%	-5%
52	2%	4%	2µM*	-9%
53	-11%	-2%	.	1%
54	3%	0%	.	2%
